Compound activity from PubChem BioAssay.
E coli Lon inh: inhibitors of E. coli Lon protease; hit rate 0.42% among 360,000; purified E. coli Lon protease, fluorescence polarization; P0A9M0; inhibition, % at 7.94 µM; AID 602123; in the data active means inhibition above about 13%, passing the limit was not always enough;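 further: 0% = enzyme with probe and DMSO and 100% = no enzyme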
MsrA act: activates bovine MsrA enzyme; activation, % at 10.6 µM; purified bovine MsrA, absorbance read-out; AID 602163; hit rate 0.3% among 360,000; in the data active means activation above about 7.5%;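 further: 0% = vehicle and 100% = reference activator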
NRP1-CendR mod: alters CendR peptide binding to human NRP-1 | O14786 | FAM-RPARPAR peptide binding to NRP-1, fluorescence polarization | inhibition, % at 25 µM | hit rate 0.85% among 360,000 | AID 602438;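 active means inhibition or corrected inhibition above about 18%, plus a signal ratio from 0.5 to 1.5, limit read from the data, passing the limit was not always enough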; further: strong numbers were not always called active
FAS TE block: blocks the thioesterase domain of human fatty acid synthase. recombinant FAS-TE, OMFH fluorogenic substrate, fluorescence endpoint. inhibition, % at 15 µM. P49327. hit rate 0.67% among 360,000;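 active means compounds whose normalised, plate-corrected inhibition of enzyme fluorescence in the single-dose primary screen is 50% or more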;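 further: 0% = DMSO with enzyme and 100% = substrate without enzyme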
Neddylation inh: cullin neddylation inhibition; hit rate 0.58% among 360,000; TR-FRET cullin neddylation, biochemical; calls only at 25 µM; in the data active means inhibition above about 36%
Rin1-Abl PPI inh: inhibitors of human Rin1-Abl protein interaction | P00519+Q13671 | TR-FRET Rin1/Abl binding, biochemical | inhibition, % at 7.35 µM | hit rate 0.4% among 360,000 | AID 588664; in the data active means inhibition above about 5%, passing the limit was not always enough
Target sequence (P00519 whole entry, looked up): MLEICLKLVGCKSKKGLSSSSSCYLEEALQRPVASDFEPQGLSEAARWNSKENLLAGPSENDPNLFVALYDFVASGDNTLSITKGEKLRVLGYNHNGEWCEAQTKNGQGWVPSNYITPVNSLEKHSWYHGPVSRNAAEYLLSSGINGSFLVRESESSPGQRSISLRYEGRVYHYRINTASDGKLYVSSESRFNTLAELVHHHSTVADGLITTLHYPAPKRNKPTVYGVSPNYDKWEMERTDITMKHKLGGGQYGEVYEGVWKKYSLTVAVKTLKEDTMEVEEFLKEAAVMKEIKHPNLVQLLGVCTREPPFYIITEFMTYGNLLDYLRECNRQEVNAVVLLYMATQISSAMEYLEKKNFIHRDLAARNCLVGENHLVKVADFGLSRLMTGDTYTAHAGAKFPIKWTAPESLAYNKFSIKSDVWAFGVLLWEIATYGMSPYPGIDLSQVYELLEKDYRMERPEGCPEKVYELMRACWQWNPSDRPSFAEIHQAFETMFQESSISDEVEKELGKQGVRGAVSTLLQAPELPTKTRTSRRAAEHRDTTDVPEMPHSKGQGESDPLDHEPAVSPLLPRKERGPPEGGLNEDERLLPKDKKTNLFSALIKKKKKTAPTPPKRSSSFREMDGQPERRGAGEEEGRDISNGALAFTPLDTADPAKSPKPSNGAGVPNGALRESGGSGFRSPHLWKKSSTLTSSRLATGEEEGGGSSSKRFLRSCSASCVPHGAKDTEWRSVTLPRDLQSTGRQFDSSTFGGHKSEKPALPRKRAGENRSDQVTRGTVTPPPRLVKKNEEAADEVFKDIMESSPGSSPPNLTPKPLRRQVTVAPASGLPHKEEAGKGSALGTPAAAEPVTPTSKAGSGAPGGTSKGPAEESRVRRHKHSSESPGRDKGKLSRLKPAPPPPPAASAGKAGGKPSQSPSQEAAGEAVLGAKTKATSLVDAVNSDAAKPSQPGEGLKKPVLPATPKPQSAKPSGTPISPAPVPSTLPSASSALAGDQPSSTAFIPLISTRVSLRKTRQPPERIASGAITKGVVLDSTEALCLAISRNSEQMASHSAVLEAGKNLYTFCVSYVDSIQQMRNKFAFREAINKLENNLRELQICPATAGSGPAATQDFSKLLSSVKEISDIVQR
Target sequence (Q13671 whole entry, looked up): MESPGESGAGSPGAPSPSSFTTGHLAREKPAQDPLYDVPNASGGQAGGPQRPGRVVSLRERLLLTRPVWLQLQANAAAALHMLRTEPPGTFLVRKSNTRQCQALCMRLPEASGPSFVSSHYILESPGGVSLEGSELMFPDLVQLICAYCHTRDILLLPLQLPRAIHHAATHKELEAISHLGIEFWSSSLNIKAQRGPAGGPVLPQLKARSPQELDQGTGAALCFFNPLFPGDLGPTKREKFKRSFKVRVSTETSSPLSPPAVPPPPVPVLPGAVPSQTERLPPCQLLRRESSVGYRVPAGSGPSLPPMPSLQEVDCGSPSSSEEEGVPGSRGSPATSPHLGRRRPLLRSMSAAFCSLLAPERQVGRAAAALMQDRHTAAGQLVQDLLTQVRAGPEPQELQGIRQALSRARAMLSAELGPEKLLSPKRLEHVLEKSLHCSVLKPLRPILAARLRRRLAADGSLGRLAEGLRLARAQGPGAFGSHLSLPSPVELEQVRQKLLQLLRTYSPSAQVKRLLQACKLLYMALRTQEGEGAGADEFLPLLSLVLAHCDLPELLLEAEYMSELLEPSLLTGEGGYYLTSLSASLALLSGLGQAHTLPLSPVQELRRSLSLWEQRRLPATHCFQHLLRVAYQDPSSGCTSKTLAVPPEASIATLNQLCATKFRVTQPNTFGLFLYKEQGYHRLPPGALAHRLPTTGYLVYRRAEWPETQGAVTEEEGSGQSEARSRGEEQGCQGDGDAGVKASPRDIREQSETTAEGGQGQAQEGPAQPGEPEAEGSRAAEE
SKN-1 block: inhibitors of C. elegans SKN-1 | C. elegans VP596 Pgst-4::GFP/RFP ratio, acrylamide-induced, 24 h | hit rate 0.49% among 360,000 | inhibition, % at 21.8 µM;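 active means interference check ratio from 0.5 to 1.5 plus GFP to RFP signal ratio inhibition reaching or exceeding a fixed threshold, cut at about 30% in these data, passing the limit was not always enough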; further: some compounds called inactive have numbers as strong as hits
MsrA inh: inhibitors of bovine MsrA; hit rate 0.75% among 360,000; AID 651718; inhibition, % at 15.5 µM; purified bovine MsrA, absorbance read-out; in the data active means inhibition above about 4.5%;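 further: 0% = vehicle wells with enzyme and 100% = reference inhibitor wells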
MT1-MMP act inh: blocks activation of human MT1-MMP | HT1080 RFP-PRO-GFP cells, GFP/RFP ratio fluorescence, overnight; percent of plate control window, DMSO zero | GFP/RFP ratio change, % at 20 µM | hit rate 0.061% among 360,000;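 active means GFP/RFP ratio change of at least 30% with cell ATP level not reduced by more than half and red fluorescence within 50% of control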; further: strong numbers were not always called active
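Read-out: GFP/RFP fluorescence ratio; Test system: RFP-PRO-GFP reporter HT1080 cells; Compound dosing: single-point 20 µM compound, 1% DMSO; Times: overnight compound exposure at 37 °C.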
* = called active by the depositor. Only part of the results is shown; rates above refer to the full screens.

For COc1cccc(C(=O)C2CCCN(Cc3ccc4nsnc4c3)C2)c1 (stereo unspecified) the results were E coli Lon inh 8, MsrA act -3, NRP1-CendR mod 4, FAS TE block 23, Neddylation inh inactive, Rin1-Abl PPI inh 0, SKN-1 block 1, MsrA inh -0.5 and MT1-MMP act inh 0.
`O=C1NC(=O)C2(C(=O)N1)C(c1ccc(F)cc1)NC(=S)NC2c1ccc(F)cc1` (stereo unspecified) gave E coli Lon inh 2, MsrA act 0, NRP1-CendR mod 6, FAS TE block -1, Neddylation inh inactive, Rin1-Abl PPI inh 0, SKN-1 block 4, MsrA inh -0.9 and MT1-MMP act inh 5.
For CC(=O)N(C1=NCCCS1)c1ccc(Cl)cc1 the results were E coli Lon inh -5, MsrA act -2, NRP1-CendR mod 5, FAS TE block -5, Neddylation inh inactive, Rin1-Abl PPI inh 2, SKN-1 block 9, MsrA inh -0.2 and MT1-MMP act inh -2.
COc1cccc(CN2CCNCC2)c1OC was read as E coli Lon inh -6, MsrA act -2, NRP1-CendR mod -5, FAS TE block -4, Neddylation inh inactive, Rin1-Abl PPI inh -2, SKN-1 block 22, MsrA inh 0.1 and MT1-MMP act inh -2.
For Cc1ccc(OCCOc2cccc(C=C3C(=O)NC(=O)NC3=O)c2)cc1 the results were E coli Lon inh -14, MsrA act -1, NRP1-CendR mod -14, FAS TE block 5, Neddylation inh inactive, Rin1-Abl PPI inh 4, SKN-1 block 9, MsrA inh 1.2 and MT1-MMP act inh 3.
Screening Cc1cccc(C)c1NC1=NCCCS1 returned E coli Lon inh 1, MsrA act 1, NRP1-CendR mod 0, FAS TE block -5, Neddylation inh inactive, Rin1-Abl PPI inh -2, SKN-1 block -2, MsrA inh -0.4 and MT1-MMP act inh -1.
Screening COP(=O)(CC(=O)O)c1ccccc1 (stereo unspecified) returned E coli Lon inh -11, MsrA act -3, NRP1-CendR mod -9, FAS TE block -8, Neddylation inh inactive, Rin1-Abl PPI inh -3, SKN-1 block -22, MsrA inh -0.1 and MT1-MMP act inh -2.
Screening Clc1cccc(CNCCc2ccc3c(c2)OCO3)c1 returned E coli Lon inh -6, MsrA act -2, NRP1-CendR mod 10, FAS TE block -1, Neddylation inh inactive, Rin1-Abl PPI inh 2, SKN-1 block 11, MsrA inh -1.1 and MT1-MMP act inh -2.
`Cc1cc(OC(=O)c2ccco2)c2c3c(c(=O)oc2c1)CCCC3` gave E coli Lon inh -1, MsrA act -8, NRP1-CendR mod 5, FAS TE block 10, Neddylation inh inactive, Rin1-Abl PPI inh 2, SKN-1 block -8, MsrA inh 0.1 and MT1-MMP act inh -5.
Nc1ccccc1C(=O)OCCOc1ccccc1 was read as E coli Lon inh -2, MsrA act -6, NRP1-CendR mod -9, FAS TE block 10, Rin1-Abl PPI inh -2, SKN-1 block 10, MsrA inh -0.9 and MT1-MMP act inh -1.
COc1ccc(OC)c(CN2CCCC(C(=O)c3sccc3C)C2)c1 (stereo unspecified) was read as E coli Lon inh -5, MsrA act -2, NRP1-CendR mod 1, FAS TE block 0, Neddylation inh inactive, Rin1-Abl PPI inh 2, SKN-1 block -6, MsrA inh 0.3 and MT1-MMP act inh -6.
`CC(C)n1nnnc1CN1CCN(C)CC1` gave E coli Lon inh 3, MsrA act -2, NRP1-CendR mod 14, FAS TE block 0, Neddylation inh inactive, Rin1-Abl PPI inh 1, SKN-1 block 11, MsrA inh -0.5 and MT1-MMP act inh -6.

Continued (3 carried over from the part before).
Nc1ccccc1C(=O)OCCOc1ccccc1 was read as E coli Lon inh -2, MsrA act -6, NRP1-CendR mod -9, FAS TE block 10, Rin1-Abl PPI inh -2, SKN-1 block 10, MsrA inh -0.9 and MT1-MMP act inh -1.
COc1ccc(OC)c(CN2CCCC(C(=O)c3sccc3C)C2)c1 (stereo unspecified) was read as E coli Lon inh -5, MsrA act -2, NRP1-CendR mod 1, FAS TE block 0, Neddylation inh inactive, Rin1-Abl PPI inh 2, SKN-1 block -6, MsrA inh 0.3 and MT1-MMP act inh -6.
`CC(C)n1nnnc1CN1CCN(C)CC1` gave E coli Lon inh 3, MsrA act -2, NRP1-CendR mod 14, FAS TE block 0, Neddylation inh inactive, Rin1-Abl PPI inh 1, SKN-1 block 11, MsrA inh -0.5 and MT1-MMP act inh -6.
C[C@]12CCC3C(CC[C@@H]4[C@H]5O[C@H]5CC[C@]34C)C1CC[C@@H]2O (stereo partly specified) was read as E coli Lon inh -9, MsrA act -1, NRP1-CendR mod -5, FAS TE block 2, Neddylation inh inactive, Rin1-Abl PPI inh -1, SKN-1 block 0, MsrA inh 0.4 and MT1-MMP act inh 4.
For COc1cccc(-c2sc3ccccc3c2-c2ccc(OCCN3CCOCC3)cc2)c1 the results were E coli Lon inh -1, MsrA act 0, NRP1-CendR mod 2, FAS TE block 24, Neddylation inh inactive, Rin1-Abl PPI inh 0, SKN-1 block -4, MsrA inh 1.8 and MT1-MMP act inh -8.
CCCCCn1c(=O)c(C(=O)NCCc2ccccc2)c(O)c2ccccc21 was read as E coli Lon inh -10, MsrA act 2, NRP1-CendR mod -3, FAS TE block 24, Neddylation inh inactive, Rin1-Abl PPI inh -1, SKN-1 block 12, MsrA inh -0.8 and MT1-MMP act inh -7.
CC(=O)OC1N=C(c2ccccc2Cl)c2cc(Br)ccc2N(C)C1=O (stereo unspecified) was read as E coli Lon inh -1, MsrA act -5, NRP1-CendR mod 13, FAS TE block -2, Neddylation inh inactive, Rin1-Abl PPI inh -4, SKN-1 block -12, MsrA inh -0.8 and MT1-MMP act inh -2.
`Nc1nc(SCCC(F)=C(F)F)n[nH]1` gave E coli Lon inh 2, MsrA act -12, NRP1-CendR mod 4, FAS TE block -12, Neddylation inh inactive, Rin1-Abl PPI inh 1, SKN-1 block -8, MsrA inh -1.0 and MT1-MMP act inh -3.
COc1ccc(C(=O)C2CCCN(Cc3cccc(C)n3)C2)c(OC)c1 (stereo unspecified) was read as E coli Lon inh -6, MsrA act 0, NRP1-CendR mod -2, FAS TE block -6, Neddylation inh inactive, Rin1-Abl PPI inh 3, SKN-1 block 0, MsrA inh -1.4 and MT1-MMP act inh 1.
CCN(c1ccc(C(O)(C(=O)OC)C(F)(F)F)cc1)S(=O)(=O)c1ccccc1 (stereo unspecified) was read as E coli Lon inh -5, MsrA act -3, NRP1-CendR mod 3, FAS TE block 9, Neddylation inh inactive, Rin1-Abl PPI inh 1, SKN-1 block 2, MsrA inh 0.9 and MT1-MMP act inh -3.
Screening CCCCCP(=O)(O)c1ccccc1 returned E coli Lon inh -2, MsrA act -3, NRP1-CendR mod 3, FAS TE block -8, Neddylation inh inactive, Rin1-Abl PPI inh 5, SKN-1 block -5, MsrA inh 2.0 and MT1-MMP act inh 7.
For O=C(Cn1nc(-c2ccccc2)ccc1=O)N1CCC2(CC1)OCCO2 the results were E coli Lon inh 5, MsrA act -4, NRP1-CendR mod 10, FAS TE block -2, Neddylation inh inactive, Rin1-Abl PPI inh 0, SKN-1 block -12, MsrA inh 1.3 and MT1-MMP act inh 3.
Screening COCCOC(=O)C1=C(N)Oc2c(c(=O)oc3ccccc23)C1c1ccncc1 (stereo unspecified) returned E coli Lon inh -6, MsrA act -2, NRP1-CendR mod -2, FAS TE block -12, Neddylation inh inactive, Rin1-Abl PPI inh 0, SKN-1 block 8, MsrA inh 2.8 and MT1-MMP act inh -6.
CCOC(=O)[C@@]1(C#N)C(c2ccc(Cl)c(Cl)c2)[C@H](C(N)=O)N2C=C(C(C)=O)C=C[C@H]21 (stereo partly specified) was read as E coli Lon inh -27, MsrA act -5, NRP1-CendR mod -55, FAS TE block 9, Neddylation inh inactive, Rin1-Abl PPI inh 0, SKN-1 block 9, MsrA inh 0.1 and MT1-MMP act inh -20.
`Nc1nonc1C(=O)N/N=C/c1ccc([N+](=O)[O-])o1` gave E coli Lon inh -7, MsrA act -7, NRP1-CendR mod -7, FAS TE block -10, Neddylation inh inactive, Rin1-Abl PPI inh 0, SKN-1 block 8, MsrA inh 3.2 and MT1-MMP act inh -12.
`COc1ccc(/C=N/N=C(/N)N[N+](=O)[O-])c(OC)c1` gave E coli Lon inh -8, MsrA act -5, NRP1-CendR mod -9, FAS TE block -9, Neddylation inh inactive, Rin1-Abl PPI inh -3, SKN-1 block 17, MsrA inh 7.9* and MT1-MMP act inh 4.
`COc1ccc(C(c2ccc(OC)cc2)C(Cl)(Cl)Cl)cc1` gave E coli Lon inh 2, MsrA act -2, NRP1-CendR mod 13, FAS TE block 35, Neddylation inh inactive, Rin1-Abl PPI inh 0, SKN-1 block 5, MsrA inh 0.2 and MT1-MMP act inh -2.
`O=c1[nH]c(=S)[nH]c(O)c1N=Nc1cc(S(=O)(=O)Nc2ccc(Cl)cc2)ccc1Cl` gave E coli Lon inh -1, MsrA act -3, NRP1-CendR mod -4, FAS TE block 44, Neddylation inh inactive, Rin1-Abl PPI inh 0, SKN-1 block 1, MsrA inh -0.4 and MT1-MMP act inh 12.
`CNc1ccc2nc3ccccc3[n+](C)c2c1` gave E coli Lon inh 95*, MsrA act 92*, NRP1-CendR mod 29*, FAS TE block -2, Neddylation inh inactive, Rin1-Abl PPI inh -31, SKN-1 block 91, MsrA inh -0.6 and MT1-MMP act inh 67*.
`CCOP(=O)(C#CC(C)(C)C)C(O)(c1ccccc1)C(F)(F)F` (stereo unspecified) gave E coli Lon inh -11, MsrA act -5, NRP1-CendR mod -5, FAS TE block 4, Neddylation inh inactive, Rin1-Abl PPI inh 1, SKN-1 block -14, MsrA inh -0.5 and MT1-MMP act inh 6.
Screening CCOC(=O)[C@@H]1[C@H]2COc3ccc(Br)cc3[C@@H]2N2C(=O)N(c3cccc(C)c3)C(=O)[C@]12C returned E coli Lon inh -3, MsrA act -3, NRP1-CendR mod 1, FAS TE block 24, Neddylation inh inactive, Rin1-Abl PPI inh 6, SKN-1 block 5, MsrA inh -0.8 and MT1-MMP act inh -1.
Screening CCC(=NCc1cc(OC)cc(OC)c1)c1c(O)n(C)c(=O)n(C)c1=O returned E coli Lon inh -9, MsrA act -1, NRP1-CendR mod -4, FAS TE block 3, Neddylation inh inactive, Rin1-Abl PPI inh 4, SKN-1 block 4, MsrA inh 1.7 and MT1-MMP act inh 4.
Screening COc1cc(/C=C/[N+](=O)[O-])ccc1OC(=O)c1cccnc1 returned E coli Lon inh -1, MsrA act 3, NRP1-CendR mod 6, FAS TE block -6, Neddylation inh inactive, Rin1-Abl PPI inh 2, SKN-1 block -7, MsrA inh -0.4 and MT1-MMP act inh -3.
Screening OCCOc1ccccc1 returned E coli Lon inh -7, MsrA act -7, NRP1-CendR mod -1, FAS TE block -4, Neddylation inh inactive, Rin1-Abl PPI inh 4, SKN-1 block 5, MsrA inh -0.5 and MT1-MMP act inh -2.
Screening Cc1ccccc1N1CCN(C2CCCN(C(=O)COc3ccccc3)C2)CC1 (stereo unspecified) returned E coli Lon inh -5, MsrA act -2, NRP1-CendR mod 3, FAS TE block -2, Neddylation inh inactive, Rin1-Abl PPI inh 1, SKN-1 block 9, MsrA inh 0.9 and MT1-MMP act inh -2.
For O=C(c1ccccc1F)c1cn(CC(=O)N2CCCCC2)c2ccccc12 the results were E coli Lon inh -1, MsrA act -1, NRP1-CendR mod 6, FAS TE block 1, Neddylation inh inactive, Rin1-Abl PPI inh 2, SKN-1 block 19, MsrA inh 0.5 and MT1-MMP act inh -5.
Screening O=c1[nH]c(=O)n(Cc2ccccc2)c(O)c1C=NCCCO returned E coli Lon inh -57, MsrA act -4, NRP1-CendR mod -149, FAS TE block -8, Neddylation inh inactive, Rin1-Abl PPI inh -4, SKN-1 block -16, MsrA inh -0.7 and MT1-MMP act inh -55.
Screening CC1=NCCc2c1[nH]c1cc(O)ccc21 returned E coli Lon inh active, MsrA act -7, NRP1-CendR mod 142, FAS TE block -145, Neddylation inh inactive, Rin1-Abl PPI inh -10, SKN-1 block -15, MsrA inh 2.1 and MT1-MMP act inh -50.
